MPTP block = blocks calcium-induced mitochondrial swelling; isolated mouse mitochondria, Ca2+ swelling absorbance, 30 min; inhibition, % at 10 µM; 1.4% of 360,000 active; AID 602449;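 active = inhibition of 50% or more, scaled per plate between neutral and stimulator controls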;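 also: 0% = DMSO wells given calcium and 100% = 1 mM EGTA wells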
Gli-Sufu antag = Gli-Sufu pathway antagonism. Sufu-KO-LIGHT fibroblasts, Gli luciferase reporter luminescence. inhibition, % at 5 µM. 0.74% of 340,000 active. AID 588413;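 active = inhibition above about 55%, limit read from the data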;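 also: 0% = DMSO-treated cells and 100% = wells with medium but no cells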
EBI2 antag = EBI2 (human) antagonism. P32249. EBI2 beta-arrestin recruitment, luminescence, 7a,25-OHC stimulated. inhibition, % at 5 µM. 0.81% of 360,000 active; in the data active = inhibition above about 38%;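 also: enzyme fragment complementation signal reports receptor beta-arrestin coupling in cells; 0% = agonist plus DMSO wells and 100% = wells without agonist; some results beyond the cut were filed as inactive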
Target sequence (P32249 whole entry, looked up, the tested form may be a part): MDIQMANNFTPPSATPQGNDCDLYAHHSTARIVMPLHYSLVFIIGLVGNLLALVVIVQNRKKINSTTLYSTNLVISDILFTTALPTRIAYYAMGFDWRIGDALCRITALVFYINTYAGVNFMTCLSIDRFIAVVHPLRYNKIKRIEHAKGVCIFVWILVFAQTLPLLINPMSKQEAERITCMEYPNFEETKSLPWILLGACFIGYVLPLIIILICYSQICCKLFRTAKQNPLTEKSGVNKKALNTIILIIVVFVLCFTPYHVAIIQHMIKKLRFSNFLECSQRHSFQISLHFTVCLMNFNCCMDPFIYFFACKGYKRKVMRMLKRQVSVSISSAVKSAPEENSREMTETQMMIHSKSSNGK
CCR6 antag = blocks CCL20-driven beta-arrestin recruitment at human CCR6; 0.49% of 340,000 active; P51684; inhibition, % at 20 µM; CHO-K1 CCR6 PathHunter beta-arrestin, luminescence, CCL20-stimulated;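 active = compounds whose inhibition of the agonist-driven luminescence signal at 20 µM reaches about 50%, limit read from the data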;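 also: cells stimulated with CCL20 at 14 nM final; plate controls were DMSO with CCL20 for no effect and DMSO without agonist for full effect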
NR3A LBD binder = modulates the human NR3A ligand-binding domain. NR3A LBD differential scanning fluorimetry, Tm shift; 0% = protein alone, 100% = glycine-bound protein. Tm shift relative to glycine control, % at 25 µM. 2.5% of 340,000 active;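 active = melting temperature shift of at least 10% of the positive control shift, at one fixed dose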
APOBEC3A inh = inhibitors of human APOBEC3A DNA deaminase | P31941 | recombinant A3A, FAM/TAMRA ssDNA deamination fluorescence | inhibition, % at 20 µM | 0.41% of 330,000 active | AID 493011;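 active = at least 40% inhibition at 20 µM here, with at most 30% in a related deaminase screen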;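 also: plate controls were A3A with DMSO for no effect and wells lacking A3A enzyme for full effect; some results filed as inactive read as strong as hits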
Target sequence (P31941 whole entry, looked up): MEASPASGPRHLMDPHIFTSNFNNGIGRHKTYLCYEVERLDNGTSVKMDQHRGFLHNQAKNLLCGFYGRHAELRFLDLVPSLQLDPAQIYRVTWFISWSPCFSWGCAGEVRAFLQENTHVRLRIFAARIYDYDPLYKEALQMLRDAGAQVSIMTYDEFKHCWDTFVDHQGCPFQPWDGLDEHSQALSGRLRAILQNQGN
CXCR6 block = blocks human CXCR6 beta-arrestin recruitment | O00574 | AID 602244 | 0.36% of 360,000 active | CHO-K1 PathHunter CXCR6 beta-arrestin, luminescence | inhibition, % at 20 µM; in the data active = inhibition above about 34%, passing the limit was not always enough;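 also: antagonist mode with CXCL16 agonist at 10 nM final; 0% = 10 nM CXCL16 with DMSO and 100% = unstimulated wells without agonist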
Target sequence (O00574 whole entry, looked up): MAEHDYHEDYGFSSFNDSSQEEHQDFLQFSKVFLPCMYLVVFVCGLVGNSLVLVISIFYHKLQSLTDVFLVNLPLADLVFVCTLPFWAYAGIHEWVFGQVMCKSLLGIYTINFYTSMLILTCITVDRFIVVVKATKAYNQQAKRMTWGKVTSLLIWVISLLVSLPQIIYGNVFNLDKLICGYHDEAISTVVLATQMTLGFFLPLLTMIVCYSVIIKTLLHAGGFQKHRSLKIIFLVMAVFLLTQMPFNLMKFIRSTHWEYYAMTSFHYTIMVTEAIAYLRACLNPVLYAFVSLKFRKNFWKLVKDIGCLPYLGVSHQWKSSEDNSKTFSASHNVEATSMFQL
A3G deaminase = APOBEC3G (human) deaminase inhibition; Q9HC16; recombinant A3G, ssDNA deamination FAM/TAMRA fluorescence; inhibition, % at 20 µM; 0.28% of 330,000 active;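 active = inhibition of at least 40% at 20 µM, with no more than 30% in the related APOBEC3A deaminase screen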;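 also: plate controls were DMSO wells with A3G for no effect and wells lacking A3G enzyme for full effect; some compounds called inactive have numbers as strong as hits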
An asterisk follows results filed as active; / = not tested or not shown.

item	canonical_smiles	CXCR6 block	CCR6 antag	Gli-Sufu antag	APOBEC3A inh	MPTP block	NR3A LBD binder	A3G deaminase	EBI2 antag
1	O=c1nc(Nc2ccc(OCc3ccccc3)cc2)sc2ncccc12	1.6	6.3	-3.8	5.9	2.4	-3.8	0.8	-2.1
2	COc1ccccc1NC(=O)CN(c1ccccc1F)S(C)(=O)=O	1.6	-6.7	2.6	3.2	0.8	-0.3	0.6	-0.7
3	CNC(=S)Nc1ccc([N+](=O)[O-])c(C)c1	5.9	15.2	3.9	-1.2	62.4*	0.8	-2.2	-5.1
4	Cc1nc(C(F)(F)F)c(C(=O)N/N=C(\N)c2ccccn2)s1	9.1	13.5	-6.1	0.7	-3.4	-1.8	-0.2	-13.3
5	CCCCn1c2c(c(=O)n(C)c1=O)C(c1ccc(OC)cc1)N1CCCCCC1=N2 (stereo not given)	4.2	1.7	9.0	-2.6	0.3	2.4	-2.7	-1.1
6	COc1ccc(NC(=O)c2cc(S(=O)(=O)N3CCCC3)ccc2OC)cc1	6.5	3.3	-11.1	-6.9	-0.4	-1.6	-7.2	-1.2
7	COc1cc(-c2nnc(-c3ccncc3)o2)ccc1OCc1ccccc1	-8.0	6.6	-5.3	2.5	3.9	-0.5	-0.3	8.6
8	NC(=O)CSc1nnc(-c2ccc3c(c2)OCO3)o1	1.0	7.8	-61.3	3.1	-0.1	-0.4	-6.5	4.5
9	O=C1[C@H]2[C@@H](c3ccc(F)cc3)N3C(=O)N(c4ccccc4)C(=O)[C@@]3(Cc3ccc(Cl)cc3)[C@H]2C(=O)N1C1CCCCC1	6.0	-0.1	9.2	-0.9	0.8	1.6	-10.8	1.5
10	O=C(/C=C(\O)c1ccccc1)C(=O)NNC(=O)c1ccccc1[N+](=O)[O-]	-1.5	-6.5	-13.1	-2.0	-2.4	-3.0	-8.0	4.3
11	O=c1[nH]ncc(N2CCCCCC2)c1Cl	-0.1	-2.4	-2.4	0.2	19.5	0.8	-3.3	-8.3
12	C/C(=N\NC(=O)c1nn(C)c(C)c1Br)c1cccc(NC(=O)c2ccoc2C)c1	-0.5	-21.7	-40.2	4.2	-0.5	-0.8	3.8	-17.0
13	Cc1ccc(S(=O)(=O)N2CCN(C(=O)CSC(=S)N3CCCC3)CC2)c(C)c1	3.8	18.2	4.3	4.1	-1.5	-0.3	-0.8	15.6
14	O=C(CSc1nnc(-c2cccnc2)n1Cc1ccco1)c1ccc(Cl)cc1	2.8	-1.5	6.2	-2.6	0.0	-0.8	-5.4	5.0
15	COC(=O)c1c(C)[nH]c(C(C)=O)c1C	-12.2	14.6	-4.6	-0.8	-1.0	0.4	9.5	-6.5
16	COC(=O)c1sc(C(F)(F)F)c(-c2ccccc2)c1S(=O)(=O)NC(C)(C)C	0.8	11.9	-17.3	-3.4	-0.7	3.0	-4.3	-1.1
17	COc1ccc(-n2c(=O)[nH]c3cc(C(=O)NCCc4ccc(OC)c(OC)c4)ccc3c2=O)c(OC)c1	5.0	8.5	5.6	2.7	0.7	-1.0	-4.7	-4.0
18	COc1ccc(C2c3ccc4ccccc4c3Oc3ncn(CCO)c(=N)c32)cc1 (stereo not given)	3.9	2.9	14.3	0.9	-1.8	-3.9	-10.2	7.4
19	CCOc1ccc(C2C(C(N)=O)=C(C)Nc3ncnn32)cc1OC (stereo not given)	-0.9	8.7	2.1	2.9	-0.4	0.5	-4.3	-6.3
20	Cc1ccc(S(=O)(=O)N(C)CCCC(=O)Nc2ccncc2)cc1	0.3	-3.9	5.5	1.5	0.4	-2.1	-11.3	3.6
21	O=C(CCc1nnc(CCCCc2ccccc2)o1)NCCN1CCOC1=O	1.9	-7.8	-2.8	3.7	0.1	-2.0	-7.5	7.6
22	O=C(c1ccco1)N1CCN(C2c3ccccc3-c3ccccc32)CC1	-5.6	31.6	29.7	0.9	8.5	-0.2	4.8	-9.9
23	CCCn1nnnc1SCC(=O)N1CCCC1	2.7	-3.8	1.6	-4.8	-0.6	-0.8	-7.9	-11.5
24	C/C(=N\NC(=O)C1CC1(C)c1ccccc1)c1ccco1 (stereo not given)	-3.2	1.0	1.5	-2.9	1.6	3.6	-3.3	-1.7

In the list so far, 2 contain a nitro group on carbon:
item	canonical_smiles	CXCR6 block	CCR6 antag	Gli-Sufu antag	APOBEC3A inh	MPTP block	NR3A LBD binder	A3G deaminase	EBI2 antag
3	CNC(=S)Nc1ccc([N+](=O)[O-])c(C)c1	5.9	15.2	3.9	-1.2	62.4*	0.8	-2.2	-5.1
10	O=C(/C=C(\O)c1ccccc1)C(=O)NNC(=O)c1ccccc1[N+](=O)[O-]	-1.5	-6.5	-13.1	-2.0	-2.4	-3.0	-8.0	4.3

(next part)
item	canonical_smiles	CXCR6 block	CCR6 antag	Gli-Sufu antag	APOBEC3A inh	MPTP block	NR3A LBD binder	A3G deaminase	EBI2 antag
25	COc1ccccc1/C=C/C(=O)OCC(=O)N1c2ccccc2CC1C (stereo not given)	4.2	10.0	2.7	-2.7	2.1	1.7	-3.2	-5.9
26	COC(=O)CN1C(=O)C2(C(C#N)=C(N)Oc3ccccc32)C2=C1CC(C)(C)CC2=O (stereo not given)	5.0	7.0	-0.3	-5.2	-2.7	1.0	-5.9	-5.3
27	Cc1ccc(C2=CC(=O)C[C@H](c3ccc(F)cc3)C2)cc1	11.5	25.5	-49.4	-0.1	0.7	-1.5	3.2	70.3*
28	COc1ccc(-n2c(=O)c(CCC(=O)NCCc3ccccc3F)nc3ccccc32)cc1	10.3	29.8	4.0	-3.0	-1.7	0.4	-8.6	7.9
29	COc1ccc(CN2CC(C(=O)NC3CCCCC3)CC2=O)cc1 (stereo not given)	-0.6	8.2	0.8	-2.6	-0.4	2.5	-4.7	-12.2
30	Cc1cc(C)n(C(C[N+](=O)[O-])c2ccc(Cl)cc2)n1 (stereo not given)	44.5*	19.9	-20.7	3.3	39.6	-1.9	-1.4	-8.0
31	CCn1c2ccccc2c2cc(/C=N/NC(=O)c3ccccc3C)ccc21	-2.2	-5.3	-4.5	-0.3	2.5	-0.3	0.7	-0.3
32	CC1=C(C)CC(C(=O)Nc2nccs2)C(C(=O)O)C1 (stereo not given)	-2.4	0.1	2.7	-3.3	0.3	-0.8	7.8	-5.6
33	O=C(Cn1c2c(c(=O)n3ncnc13)CCC2)N/N=C/c1ccc(Cl)cc1	0.4	6.5	8.5	0.5	3.2	-0.4	-0.9	-6.1
34	CC1CCCC(NC(=O)C2CCN(S(=O)(=O)N3CCC4(CC3)OCCO4)CC2)C1C (stereo not given)	-2.7	19.2	1.1	-2.1	-0.2	-0.5	-3.1	-11.2
35	Cc1cccc(N2CN(Cc3ccco3)CNC2=S)c1	-9.4	-12.2	-16.2	2.9	3.5	-3.2	-3.0	-4.5
36	COC(=O)c1sc(-c2ccccc2)cc1NC(C)=O	-3.6	8.1	1.4	3.0	3.1	0.0	1.8	6.2
37	CCN(CC)C(=O)C1CCCN(c2ccc([N+](=O)[O-])cc2[N+](=O)[O-])C1 (stereo not given)	-9.5	12.3	-13.4	-3.3	-0.1	-4.9	-9.8	9.0
38	O=C(NCC(=O)N(c1cccc(F)c1)C(C(=O)NC1CCCC1)c1ccncc1)c1cccs1 (stereo not given)	-7.1	3.0	17.2	-4.0	-0.7	-0.5	-9.4	-10.9
39	CSc1nc(Cc2ccccc2)cc(=O)[nH]1	-4.6	8.8	-10.6	3.4	-3.1	0.0	-4.6	6.6
40	C/C(=N\Nc1ccc(C(F)(F)F)cc1[N+](=O)[O-])C(C)C	-2.1	16.6	0.0	2.4	2.3	-3.5	1.9	-14.0
41	COc1ccccc1NC(=O)NC1(C(=O)N2CCCCCC2)CCCCC1	8.6	12.1	2.9	4.5	2.9	-0.2	-2.0	10.8
42	CCCCCCNS(=O)(=O)c1ccc(OC)c(OC)c1	-18.6	3.9	-25.9	-0.6	3.6	-0.5	-2.0	3.7
43	CC(C)COC(=O)Cc1c(O)c2ccccc2[nH]c1=O	-7.0	-1.3	12.5	-1.4	-0.7	0.5	0.1	-1.7
44	CC(Oc1ccc2ccc(=O)oc2c1)C(=O)NCCN1CCOCC1 (stereo not given)	-4.5	5.2	35.6	0.2	0.3	1.8	-2.0	5.6
45	CNC(=O)C1CC(=O)N(CCCc2ccccc2)C(=Nc2ccccc2)S1 (stereo not given)	2.1	-11.4	-7.6	-2.7	0.3	1.1	-3.1	6.7
46	CCc1nnc(NC(=O)CSc2nc(C)cs2)s1	9.1	-1.0	3.5	0.0	0.2	-0.7	-3.5	-26.2
47	COCCNC(=O)c1ccc2snnc2c1	-4.6	-0.1	-11.8	-3.9	1.5	-1.5	-3.2	0.4
48	O=C(CCNS(=O)(=O)c1ccc2c(c1)CCC(=O)N2)NCc1ccc2c(c1)OCO2	-5.8	-14.1	2.4	3.4	-1.5	-3.6	1.5	10.4
49	NC1=NC(=Nc2ccc(S(=O)(=O)N3CCOCC3)cc2)c2ccccc21	-0.4	2.1	3.9	-4.0	0.0	-1.7	-3.6	-7.8
50	OCCN1CCN(CCO)C1=S	-9.1	6.4	-0.5	/	5.5	-3.4	/	-0.1
51	Cc1noc(C)c1C(=O)OCC(=O)/C=C1\N(C)c2ccccc2C1(C)C	-1.6	16.6	4.4	-4.0	1.8	1.1	-7.2	13.5
52	O=S(=O)(NCc1cccs1)c1ccccc1Cl	4.8	1.9	-8.9	-1.4	-0.4	1.9	-8.6	-7.5
53	Cc1ccccc1-c1nsc(SCC(=O)c2ccc(Cl)cc2)n1	-6.5	5.8	-5.4	-3.0	2.3	0.1	-0.8	-6.5
54	COc1cccc(C(=O)Nc2nnc(S(=O)(=O)N(C)Cc3ccccc3)s2)c1	-1.7	10.3	1.4	-2.7	25.2	7.0	-7.4	-10.6
55	BrC(=C\c1ccccc1)/C=N/N1CCN(Cc2ccccc2)CC1	-0.6	-7.4	-1.5	3.1	-0.9	-12.7	2.1	6.5
56	C=CCn1c(-c2cc(-c3ccccc3)sc2N)n[nH]c1=S	-2.1	14.4	15.0	0.4	2.8	-8.8	-0.2	-11.3
57	O=C(CN1C(=O)C2C3c4ccccc4C(c4ccccc43)C2C1=O)N1CCOCC1 (stereo not given)	0.6	-0.5	1.7	-2.0	-0.2	-0.5	-5.7	-11.0
58	CCCCN(CC)Cc1ccc(CNC(=S)Nc2ccc(C)cc2Cl)o1	-9.6	13.2	28.0	4.7	1.4	0.2	-1.2	1.4
59	Cn1c(SCC(=O)NNC(=O)c2ccccc2O)nnc1-c1ccccc1	-8.7	6.0	-6.9	-2.6	1.4	0.8	-8.7	-1.0
60	COc1ccc(CCNC(=O)c2ccc(Cl)nc2)cc1	0.4	9.6	-25.1	33.0	-1.7	0.2	0.7	5.3

Bioassay records from PubChem.
